HT1080-NT tox – kills 2HG-producing HT-1080-NT fibrosarcoma cells; HT-1080-NT fibrosarcoma viability, CellTiter-Glo ATP luminescence, 48 h; actives 1.6% (n = 360,000); Potency, µM (top dose mostly 46.1 µM), without a hit: at the top dose activity, negative = less viability, usual class: cytotoxic;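 also: NT is the 2HG producing partner of a matched IDH1 knockdown line; potency is read from the fitted curve at half-maximal effect; 0% = DMSO-treated cells and -100% = media-only wells without cells; nearly all actives have a fitted effect of over 55% in size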
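HT-1080-NT; 750 cells/well; 5% FBS RPMI; 48 h compound, 37 degrees C; CellTiter-Glo luminescence; curve fitting and curve-class assignment.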
DRD3 agonist – activates the human D3 dopamine receptor | P35462 | D3R DiscoveRx beta-arrestin cells, luminescence, 90 min | max activation, % | actives 0.58% (n = 410,000) | AID 652048; in the data active = max activation above about 30%; also: 0% is about no effect; mostly tested at two doses, the higher about 12 µM
Target sequence (P35462 whole entry, looked up): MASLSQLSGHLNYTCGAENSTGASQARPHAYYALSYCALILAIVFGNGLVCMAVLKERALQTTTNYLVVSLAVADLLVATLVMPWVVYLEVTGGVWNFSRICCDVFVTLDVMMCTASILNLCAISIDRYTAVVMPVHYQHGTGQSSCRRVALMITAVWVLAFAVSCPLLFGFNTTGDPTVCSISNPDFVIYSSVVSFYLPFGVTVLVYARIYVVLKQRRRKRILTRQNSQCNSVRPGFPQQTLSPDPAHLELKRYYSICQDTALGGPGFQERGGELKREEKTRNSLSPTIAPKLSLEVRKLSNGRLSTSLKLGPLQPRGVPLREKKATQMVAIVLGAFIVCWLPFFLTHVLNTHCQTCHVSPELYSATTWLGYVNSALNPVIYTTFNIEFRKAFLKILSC
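Agonist mode: compounds and dopamine controls were applied to plated cells for 90 min at 37 degrees C after an overnight attachment at 1500 cells/well. Luminescent read-out followed 30 - 60 minutes at room temperature with DiscoveRx detection reagent.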
SW480 rereplic – induces DNA re-replication in SW480 colon adenocarcinoma cells | SW480 DNA re-replication, Hoechst DNA content imaging, 48 h | Potency, µM (titrated, usually from 46.1 µM), without a hit: at the top dose re-replication activation, most hits filed as activators | actives 1.8% (n = 340,000) | AID 624297; also: potency is read from the fitted curve at half-maximal effect; % of control where 0% means no effect; nearly all actives have a fitted effect of over 55% in size
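SW480 cells exposed to compounds for 48 hr at 37 C, 5% CO2, then Hoechst-stained 40 min. Nuclear DNA content imaged by fluorescence scanning (405 nm excitation, 500-530 nm emission); re-replication scored as increased high-intensity nuclei.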
KB-3-1 cytotox – kills parental KB-3-1 adenocarcinoma cells; KB-3-1 viability, CellTiter-Glo ATP luminescence, 72 h; Potency, µM (titrated, usually from 46.1 µM), without a hit: at the top dose activity change, negative = cytotoxic, most hits filed as cytotoxic; actives 1.4% (n = 400,000); also: potency is read from the fitted curve at half-maximal effect; % is scaled to controls: 0 for no effect and ±100 for the full control effect; nearly all actives have a fitted effect of over 60% in size
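Using CellTiter-Glo luminescence, growth of non-resistant KB-3-1 adenocarcinoma cells is assessed 72 h after pin-tool compound addition at 37 °C. Normalized responses across the concentration series yield fitted curves.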
MCF10A rereplic – inducers of DNA re-replication in MCF 10A breast cells; MCF 10A DNA re-replication, Hoechst nuclear intensity, 48 h; Potency, µM (top dose mostly 46.1 µM), for inactives: top-dose activity, positive = re-replication, actives largely listed as activators; actives 2.9% (n = 350,000); also: potency is read from the fitted curve at half-maximal effect; % of control where 0% means no effect; nearly all actives have a fitted effect of over 50% in size
HEK293 tox – cytotoxicity counter-screen for GLP-1 receptor inverse agonists | Potency, µM (highest dose often 38.3 µM), inactives show at the top dose activity change, negative = inhibition, usual class: inhibitors | HEK293 cAMP-luciferase reporter cells, luminescence, 24 h | actives 0.13% (n = 410,000);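 also: loss of luciferase light is scored as toxicity; potency is read from the fitted curve at half-maximal effect; % is scaled to controls: 0 for no effect and ±100 for the full control effect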
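Step one: seed cells (200 cells/uL, DMEM with 10% Nu serum, 1% pen-strep). Step two: 12-hour incubation at 37 deg C. Step three: pin 23 nL compound, incubate 24 hr. Step four: add luciferase reagent, read luminescence 12 min later.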
IL1B secr inh – inflammasome signaling inhibition, IL-1 beta readout; THP-1 LPS/ATP IL-1B secretion, AlphaLISA, 16 h; stronger effect = lower value; activity change, % at 57.5 µM; actives 4.7% (n = 360,000); AID 743279; in the data active = activity change below about -50%; inconclusive = mostly about -30% to -49%; also: % is scaled to controls: 0 for no effect and ±100 for the full control effect
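THP-1 cells pretreated 1 hr with compounds (up to 57.5 uM final), then stimulated with LPS (250 ng/mL final) plus ATP (1.25 mM final); secreted IL-1B measured by AlphaLISA after 16 hr, decreased signal indicating inhibition.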
KB-V1 cytotox – kills drug-selected multidrug resistant KB-V1 cells | Potency, µM (highest dose often 46.1 µM), without a hit: at the highest dose activity change, negative = cytotoxicity, most hits filed as cytotoxic | AID 1347076 | actives 3.4% (n = 400,000) | KB-V1 MDR cells viability, CellTiter-Glo, 72 h; also: potency is read from the fitted curve at half-maximal effect; % is scaled to controls: 0 for no effect and ±100 for the full control effect; nearly all actives have a fitted effect of over 60% in size
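qHTS viability screen in drug-selected KB-V1 MDR cells: 72 h compound treatment at 37 degrees C, ATP luminescence end point.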
HT1080 IDH1KD tx – HT-1080 IDH1 knockdown cell toxicity (counter line); actives 2% (n = 360,000); Potency, µM (series often up to 46.1 µM), inactives show top-dose activity, negative = toxicity, usual class: cytotoxic; HT-1080 IDH1 knockdown viability, ATP luminescence, 48 h; AID 686971;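 also: potency is read from the fitted curve at half-maximal effect; 0% = DMSO wells and -100% = cell-free medium wells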
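After a 2 h attachment period, IDH1KD HT-1080 cells took pin-transferred compound for 48 h at 37 °C; ATP-based luminescence after 10 min room-temperature reagent incubation reported viability.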
Starred values were filed as active, the others as inactive; i = inactive; ? = inconclusive; . = no result given; [ ] = remark or other dose. Unless noted, calls follow the shape of the dose curve; as a rule, active = well fitted curve in the direction sought with a large enough effect; inconclusive = small, poorly fitted or top-dose-only effect, or another doubt; inactive = no such curve, though single readings can be large; an effect the other way counts as inactive or inconclusive. Rows were taken by chance; 11% or so of the library scored in one or more.

The opening 4 compounds as a preview:
Order of results – HT1080-NT tox, DRD3 agonist, SW480 rereplic, KB-3-1 cytotox, MCF10A rereplic, HEK293 tox, IL1B secr inh, KB-V1 cytotox, HT1080 IDH1KD tx
Cc1cc(C)nc(SCNC(=O)c2ccc(F)cc2)n1
 : 13%, 3, -1%, 16%, 0%, ?, 14, ?, 19%
CCCCCn1c(=O)[nH]c2cc(C(=O)Nc3ccc(OC)c(OC)c3)ccc2c1=O
 : ., 3, ., 8%, ., 0%, ., 17%, .
CCn1ccc2cc(S(=O)(=O)N3CCCN(C(=O)NCCOC)CC3)ccc21
 : ., 2, ., 0%, ., 7%, ., -11%, .
COc1ccc(-c2cc3ccc(OCC(N)=O)cc3oc2=O)cc1OC
 : 3%, 3, -1%, 4%, 7%, 22%, 24, 9%, 0%

Main list, repeating the preview:
Order of results – HT1080-NT tox, DRD3 agonist, SW480 rereplic, KB-3-1 cytotox, MCF10A rereplic, HEK293 tox, IL1B secr inh, KB-V1 cytotox, HT1080 IDH1KD tx
Cc1cc(C)nc(SCNC(=O)c2ccc(F)cc2)n1
 : 13%, 3, -1%, 16%, 0%, ?, 14, ?, 19%
CCCCCn1c(=O)[nH]c2cc(C(=O)Nc3ccc(OC)c(OC)c3)ccc2c1=O
 : ., 3, ., 8%, ., 0%, ., 17%, .
CCn1ccc2cc(S(=O)(=O)N3CCCN(C(=O)NCCOC)CC3)ccc21
 : ., 2, ., 0%, ., 7%, ., -11%, .
COc1ccc(-c2cc3ccc(OCC(N)=O)cc3oc2=O)cc1OC
 : 3%, 3, -1%, 4%, 7%, 22%, 24, 9%, 0%
COc1cc(C2C(C(=O)OCC(C)C)=C(C)N=C3SCCC(=O)N32)ccc1OCc1ccccc1 (stereo unspecified)
 : ., 2, ., -2%, ., 1%, ., ?, .
COc1ccc(C2CC(c3ccc(OC)cc3)n3nc(NS(C)(=O)=O)nc3N2)cc1 (stereo unspecified)
 : 0%, -9, 4%, -8%, -2%, 4%, 9, -8%, -2%
COc1ccc(NC(=O)C2=C(C)Nc3ncnn3C2c2ccc(O)cc2)cc1 (stereo unspecified)
 : ., 4, ., 9%, ., -3%, ., ?, .
COc1cc2nc(CN3CCC(C(O)(c4ccccc4)c4ccccc4)CC3)[nH]c(=O)c2cc1OC
 : -19%, -1, 1%, 25%, 1%, -11%[7.66 µM], 10, -29%, 8%
CCn1c(=O)cc(OCC(=O)NCc2ccc(F)cc2Cl)c2ccccc21
 : ., -25, ., -27%, ., -4%, ., ?, .
O=C(CCS(=O)(=O)c1ccc(F)cc1)Nc1nnc(-c2ccc(F)cc2)o1
 : -7%, -5, ?, -12%, ?, -7%, ?, -17%, 1%
Cn1cc(CN2CCCC(C(=O)Nc3ccc(-c4cccc(F)c4)cc3)C2)cn1 (stereo unspecified)
 : 0%, -7, -1%, -2%, ?, -11%, -11, -2%, ?
CCCC(=O)Nc1cc(-c2nn(C)c(=O)c3ccccc23)ccc1OC
 : -2%, -3, -5%, ?, 18%, 4%, 15, ?, -7%
O=C(CCl)N(c1ccccc1)C1CCCCC1
 : 5.2µM*, -11, ?, -12%, 21%, ?, -101*, ?, 3.3µM*
COc1ccc(-c2c3c(nc4sc(C(=O)Nc5cc(C)on5)c(N)c24)CCC3)cc1
 : 20%, 3, 18µM*, 0%, 1.5µM*, 114%[activator], -88*, 1%, ?
O=C(CSc1cc(Cl)ccc1Cl)NC1CCCC1
 : -11%, -9, -12%, 0%, -6%, 10%, -29, 3%, 0%
COc1ccc(NC(=O)c2cccc(NC(=O)c3ccccc3)c2)cc1
 : -5%, 5, -1%, 3%, 6%, 6%, ?, -20%, -20%
COc1cccc(C(=S)N2CCOCC2)c1OS(=O)(=O)c1ccc(Cl)cc1
 : -2%, -25, ?, -12%, -1%, 2%, 38, 0%, -1%
CC(=O)N1CCc2cc(S(=O)(=O)CCC(=O)NCCc3ccc(Cl)cc3)ccc21
 : -19%, 1, ?, ?, ?, -5%, 11, 0%, -4%
CCOc1ccc(S(=O)(=O)Nc2ccccc2C(=O)N2CCOCC2)cc1
 : 18%, 17, -24%, 9%, 1%, -1%, 2, 5%, 14%
O=C1C=C(C#Cc2ccc(Oc3ccccc3)cc2)C[C@@H](c2ccc(F)cc2)C1
 : ?, 0, ., ?, ., 7%, -80*, ?, ?

Next part, overlapping the part above by 6 compounds.
Order of results – HT1080-NT tox, DRD3 agonist, SW480 rereplic, KB-3-1 cytotox, MCF10A rereplic, HEK293 tox, IL1B secr inh, KB-V1 cytotox, HT1080 IDH1KD tx
O=C(CSc1cc(Cl)ccc1Cl)NC1CCCC1
 : -11%, -9, -12%, 0%, -6%, 10%, -29, 3%, 0%
COc1ccc(NC(=O)c2cccc(NC(=O)c3ccccc3)c2)cc1
 : -5%, 5, -1%, 3%, 6%, 6%, ?, -20%, -20%
COc1cccc(C(=S)N2CCOCC2)c1OS(=O)(=O)c1ccc(Cl)cc1
 : -2%, -25, ?, -12%, -1%, 2%, 38, 0%, -1%
CC(=O)N1CCc2cc(S(=O)(=O)CCC(=O)NCCc3ccc(Cl)cc3)ccc21
 : -19%, 1, ?, ?, ?, -5%, 11, 0%, -4%
CCOc1ccc(S(=O)(=O)Nc2ccccc2C(=O)N2CCOCC2)cc1
 : 18%, 17, -24%, 9%, 1%, -1%, 2, 5%, 14%
O=C1C=C(C#Cc2ccc(Oc3ccccc3)cc2)C[C@@H](c2ccc(F)cc2)C1
 : ?, 0, ., ?, ., 7%, -80*, ?, ?
COc1ccc(N2C(=O)[C@@H]3[C@H](C2=O)[C@H](C(C)=O)N2c4ccccc4C=C[C@@H]32)cc1
 : -1%, 12, -1%, 9%, 1%, -14%, 14, 7%, -2%
O=C(Nc1ccccc1)c1ccc(OC(=O)c2ccccc2)cc1
 : 1%, -1, -4%, -10%, -1%, 20%, 9, 1%, -8%
Cc1nn(CC(=O)Nc2cc(F)ccc2F)c(=O)c2cccn12
 : ., -12, ., -4%, ., 3%, ., 9%, .
CCO[C@H]1OC(C(=O)O)=C[C@@H](C2CCCCC2)[C@@H]1CCCO
 : 16%, -14, -8%, 8%, -4%, 1%, 16, 0%, 15%
Clc1cccc(Cl)c1CO/N=C/c1c(-c2ccccc2)nc2n1CCS2
 : ?, -6, 12%, ?, ?, 5%, -15, 13µM*, -30%
CCOc1ncccc1C(=O)OCC(=O)Nc1ccc2c(c1)OCO2
 : 15%, 2, -12%, 12%, -3%, 6%, -7, ?, 13%
CC(=O)c1cccc(NS(=O)(=O)c2ccc(N/C=C\C(=O)c3ccc(C)cc3)cc2)c1
 : ?, 7, -1%, 7%, ?, -4%, 13, 13%, ?
Cc1[nH]n(-c2ccc([N+](=O)[O-])cc2)c(=O)c1C=NCC1CCCO1 (stereo unspecified)
 : -26%, -8, -7%, ?, -1%, -1%, 10, ?, -17%
COc1ccc(N2CCN(C(=O)Cn3cnc4c(cnn4-c4ccccc4)c3=O)CC2)cc1
 : 12%, -1, 13%, -1%, 0%, 3%, 23, ?, -1%
COc1cc(O)c(C(CCN2CCCCC2)c2ccc3c(c2)OCO3)c(OC)c1 (stereo unspecified)
 : -5%, 0, -9%, -4%, 9%, -19%, -81*, 0%, -19%
CCCn1nc(NC(C)=O)c2cc3cccc(C)c3nc21
 : 3%, 5, 18µM*, 0%, 18µM*, 228%[activator], 8, 0%, 15%
Cc1[nH]c2ccccc2c1C(=O)C(=O)NC1CC1
 : 16%, -4, -6%, -4%, 3%, -1%, -3, 11%, 17%
Cc1nnc(SC(C)C(=O)Nc2ncc(Cl)cc2Cl)n1Cc1ccccc1 (stereo unspecified)
 : -2%, -11, -6%, ?, -2%, -9%, -3, -21%, -4%
O=C1CCC([N+](=O)[O-])C(c2ccccc2Br)N1 (stereo unspecified)
 : -2%, 2, -12%, -9%, -4%, -31%, 19, -5%, -2%
CN(C(=O)Cn1nnc2ccccc2c1=O)C1CCCCC1
 : -3%, -5, -5%, -8%, -2%, 1%, -15, -13%, 17%
COC(=O)c1ccc(NC(=O)C(=O)c2cccn2C)cc1
 : ?, -1, 2%, 0%, 6%, 6%, 1, -1%, ?
C=CCn1c(SCC(=O)N2CCOCC2)nnc1C(C)NC(=O)c1ccccc1 (stereo unspecified)
 : -9%, -4, ?, 4%, ?, 1%, i, 4%, -5%
CCN1CCN(C(=O)C2CCC(=O)N(Cc3cccc(C(F)(F)F)c3)C2)CC1 (stereo unspecified)
 : 3%, -3, -8%, 24%, -2%, 8%, i, -8%, 12%
Cc1ccc(NC(=O)CN(C)C(=O)c2cccnc2Nc2cccc(C(F)(F)F)c2)cc1
 : ?, 10, ?, ?, ?, ?, -79*, ?, ?
Cc1ccc(-n2c(SCc3ccccc3F)nc3[nH]ncc3c2=O)cc1Cl
 : ., 4, ., -17%, ., -23%, ., -1%, .
CCn1c(SCC(=O)O)nnc1-c1ccccc1OC
 : 8%, 7, -12%, -5%, -1%, -6%, 23, 9%, 0%
Cc1ccc2nc(SCC(=O)c3ccc4c(c3)NC(=O)CO4)[nH]c2c1
 : -20%, 0, -2%, ?, 17%, 1%[7.66 µM], -5, -18%, -15%
O=C(c1ccco1)N1CCC(c2nc3c(nnn3Cc3ccccc3Cl)c(=O)[nH]2)CC1
 : -14%, 3, 0%, 14%, 3%, -15%, 10, -11%, -23%
Cc1ccc2c(c1)/C(=C/c1ccccc1F)C(=O)N2
 : -12%, 0, -12%, 2%, 6%, -13%, -5, 9%, -13%
COc1ccc(OC)c(S(=O)(=O)NC2CC(=O)N(c3cccc(F)c3)C2)c1 (stereo unspecified)
 : 3%, -3, 6.5µM*, 13%, -13%, -3%, 0, -3%, 4%
CN1CCN(C(=O)c2ccc(COc3ccc(C(C)(C)C)cc3)o2)CC1
 : -18%, -18, -3%, -25%, 6%, -13%, -1, -16%, -24%

Compound activity (PubChem)
